KAT2A inh: inhibitors of human GCN5L2 histone acetyltransferase | Q92830 | GCN5L2 HAT assay, ThioGlo1 CoA-SH fluorescence | Potency, µM (series often up to 58.9 µM), without a hit: at the highest dose activity change, negative = inhibition, actives largely listed as inhibitors | 0.21% of 390,000 active
Target sequence (Q92830 whole entry, looked up): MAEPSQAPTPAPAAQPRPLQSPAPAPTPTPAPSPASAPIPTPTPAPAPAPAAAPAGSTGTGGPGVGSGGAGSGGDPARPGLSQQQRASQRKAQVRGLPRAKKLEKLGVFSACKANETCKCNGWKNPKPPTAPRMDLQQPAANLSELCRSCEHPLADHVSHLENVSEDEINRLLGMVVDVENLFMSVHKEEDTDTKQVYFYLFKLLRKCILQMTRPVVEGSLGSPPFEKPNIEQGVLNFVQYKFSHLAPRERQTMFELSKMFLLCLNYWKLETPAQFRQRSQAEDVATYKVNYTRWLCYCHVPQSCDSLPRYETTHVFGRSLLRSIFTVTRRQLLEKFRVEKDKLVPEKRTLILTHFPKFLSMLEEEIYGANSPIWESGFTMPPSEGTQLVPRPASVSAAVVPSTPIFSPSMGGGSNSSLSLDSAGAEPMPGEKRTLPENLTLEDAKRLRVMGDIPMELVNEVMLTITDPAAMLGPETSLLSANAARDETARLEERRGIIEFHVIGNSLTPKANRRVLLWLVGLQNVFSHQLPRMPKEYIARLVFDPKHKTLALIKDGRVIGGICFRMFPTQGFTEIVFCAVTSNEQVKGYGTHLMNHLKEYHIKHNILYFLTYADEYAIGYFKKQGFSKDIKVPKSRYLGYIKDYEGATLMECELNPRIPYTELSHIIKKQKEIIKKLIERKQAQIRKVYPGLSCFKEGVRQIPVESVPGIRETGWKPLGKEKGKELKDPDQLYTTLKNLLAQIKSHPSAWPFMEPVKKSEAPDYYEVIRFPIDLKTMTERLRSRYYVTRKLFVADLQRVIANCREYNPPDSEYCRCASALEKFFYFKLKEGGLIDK
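Preincubate 20nM GCN5L2 with compound 15 min, RT → add 50uM ThioGlo1 + 75uM H3(1-25) + 70uM acetyl-CoA → read fluorescence 0 and 20 min. Primary qHTS; fluorescent artifacts likely.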
FEN1 inh: inhibitors of human flap endonuclease 1 | P39748 | Recombinant FEN1 flap cleavage, fluorescence, 15 min | Potency, µM (top dose mostly 114 µM), for the others: at the top dose activity change, negative = inhibition, usual class: inhibitors | 0.35% of 390,000 active | AID 588795; further: nearly all actives have a fitted effect of over 65% in size
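Quantitative HTS format: each compound was titrated, incubated with 10 nM nuclease for 15 min at room temperature, then challenged with flap substrate at 50 nM final. Signal change over 15 min gave concentration–effect curves.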
N370S GC mod: inhibitors or activators of N370S glucocerebrosidase for Gaucher disease; Potency, µM (highest dose often 59.4 µM), inactives show top-dose activity change, negative = inhibition, most hits filed as inhibitors; P04062; 0.092% of 330,000 active; AID 2101; N370S GC spleen homogenate, 4MU-glucoside fluorescence;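 further: 0% = full enzyme activity and -100% = no enzyme basal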
* hit, by the source's call; ? = inconclusive; . = no result given; [ ] = remark or other dose. The call rests on the fitted dose curve; in most records, active means well fitted curve in the direction sought with a large enough effect; inconclusive means small, poorly fitted or top-dose-only effect, or another doubt; inactive means no such curve, though single readings can be large; an effect the other way counts as inactive or inconclusive. Unless noted, on the % scale 0 is the no-effect control and ±100 the full control effect; potency means the concentration at half of the fitted maximal effect. A portion of the library; rates above refer to the full screens.

cpd | molecule | FEN1 inh | KAT2A inh | N370S GC mod
1 | Cc1ccc(NC(=O)C(C)OC(=O)CCN=C2NS(=O)(=O)c3ccccc32)cc1 (stereo unspecified) | 4% | -1% | -7%
2 | CCN(CC)CCNC(=O)c1ccc2c(c1)NC(=O)C(CS(=O)(=O)Cc1ccc(F)cc1Cl)N2 (stereo unspecified) | 1% | -2% | .
3 | COc1ccc(CN(C)C(=O)c2cccc(Oc3ccccc3)c2)c(OC)c1OC | 0% | -3% | -12%
4 | CC(=O)Nc1ccc(S(=O)(=O)N2CCCN(S(=O)(=O)c3ccc(C)cc3)CC2)cc1 | 16% | -3% | 0%
5 | O=S(=O)(c1ccc2nc(Nc3cccc(F)c3)ccc2c1)N1CCCC1 | 7% | -2% | .
6 | O=C(Cn1cnc2ccccc2c1=O)NCCC(=O)Nc1ccccc1C(F)(F)F | -7% | -2% | -4%
7 | CNc1oc(-c2ccccc2)nc1C#N | -18% | -12% | 2%
8 | Cc1ccsc1C(=O)N1CCCC(CCC(=O)NCc2ccccc2F)C1 (stereo unspecified) | 6% | 10% | 1%
9 | Cc1ccc(CNC(=O)CSc2ncc3c(n2)-c2cc(Cl)ccc2N(C)S3(=O)=O)cc1 | 22% | -17% | .
10 | CCOC(=O)C1CCN(C(=O)Cc2c(C(=O)O)n(CC)c3ccccc23)CC1 | -1% | -8% | 2%
11 | COc1ccc2[nH]c(=O)c(CN(C(=O)c3cccnc3)c3ccccc3OC)cc2c1 | 0% | -16% | 3%
12 | N#Cc1ccsc1NC(=O)CN1CCN(c2ccccn2)CC1 | -1% | -7% | 3%
13 | O=C(NCC1COCCO1)c1ccc(OC2CCN(CCc3ccccc3)CC2)cc1 (stereo unspecified) | -3% | -2% | -2%
14 | CCOC(=O)C1=C(C)OC(N)=C(C#N)C1c1ccc(O)c(OC)c1 (stereo unspecified) | 8% | -5% | -11%
15 | CCc1ccc(C(C(=O)NC2CCCC2)N(C(=O)/C=C/C(=O)Nc2cc(C)on2)c2ccccc2C)cc1 (stereo unspecified) | 4% | 0% | -9%
16 | CCCNC(=O)C(CC)NC(=O)c1ccc(C#N)cc1 (stereo unspecified) | 16% | 2% | .
17 | COc1ccc2c(c1)CCc1c(C(=O)Nc3c(C)nn(Cc4ccc(C)cc4)c3C)noc1-2 | -11% | -9% | .
18 | CCCN(C(=O)c1cc2ccc3cccnc3c2[nH]1)c1ccc(F)cc1 | 3% | -14% | .
19 | COc1ccc(CCNC(=O)Cn2nc(-c3ccc(Cl)cc3)ccc2=O)cc1OC | -2% | 0% | .
20 | COc1ccccc1NC(=O)Cn1c(=O)n(-c2ccccc2Cl)c(=O)c2sc3ccccc3c21 | -13% | -2% | .

Reprinted from the part before: five compounds, followed by the next part.
cpd | molecule | FEN1 inh | KAT2A inh | N370S GC mod
16 | CCCNC(=O)C(CC)NC(=O)c1ccc(C#N)cc1 (stereo unspecified) | 16% | 2% | .
17 | COc1ccc2c(c1)CCc1c(C(=O)Nc3c(C)nn(Cc4ccc(C)cc4)c3C)noc1-2 | -11% | -9% | .
18 | CCCN(C(=O)c1cc2ccc3cccnc3c2[nH]1)c1ccc(F)cc1 | 3% | -14% | .
19 | COc1ccc(CCNC(=O)Cn2nc(-c3ccc(Cl)cc3)ccc2=O)cc1OC | -2% | 0% | .
20 | COc1ccccc1NC(=O)Cn1c(=O)n(-c2ccccc2Cl)c(=O)c2sc3ccccc3c21 | -13% | -2% | .
21 | CC(C)Cc1nnc(NC(=O)c2cc(-c3ccccc3)nc3ccccc23)s1 | -16% | 1% | 7%
22 | CCOc1ccc(NC(=S)N(CCCN2CCOCC2)Cc2cn(C)c3ccccc23)cc1 | -9% | -2% | 5%
23 | CN(C)CCOC(=O)COc1ccc(Cl)cc1 | -13% | -12% | 0%
24 | CCCn1nc(C(=O)OCC(=O)Nc2ncc(Cl)c(C)c2Cl)c2ccccc2c1=O | -10% | -3% | 4%
25 | O=C(Nc1ccccc1F)c1ccco1 | 0% | -1% | 1%
26 | COc1cc(C(=O)NCc2ccc3c(c2)OCO3)c([N+](=O)[O-])cc1OC | 1% | -4% | -3%
27 | Cc1ccc(-c2nc3ccccc3s2)cc1NC(=S)NC(=O)c1cccc2ccccc12 | 3% | -1% | 2%
28 | Cc1cccc(C)c1Nc1nnc(SCC(=O)NCc2cccs2)s1 | 4% | 0% | 2%
29 | CCOC(=O)Cc1c(C)nc(Cc2ccc(OC(C)C)cc2)[nH]c1=O | 6% | -5% | -19%
30 | COC(=O)Cn1c(CN2CCOCC2)nc2c1c(=O)n(C)c(=O)n2C | 4% | -1% | 0%
31 | C/C(=N\NC(N)=O)C1(C)CCCCC1 | 13% | 0% | 0%
32 | O=C(NCC12CC3CC(C1)CC(CNC(=O)N1CCCC1)(C3)C2)N1CCCC1 | 8% | 0% | -4%
33 | CC(=O)Nc1ccc2c(COC(=O)[C@@H](NS(=O)(=O)c3ccc(C)cc3)C(C)C)cc(=O)oc2c1 | -2% | -3% | .
34 | CC(=O)NCCc1ccc(S(=O)(=O)NC2OC(=O)c3ccccc32)cc1 (stereo unspecified) | -3% | 0% | 12%
35 | Cn1c(CNC(=O)c2ccco2)nnc1SCC(=O)c1ccc(F)cc1 | 0% | -2% | -12%
36 | CCOCCc1nn2c(=O)cc(COC(=O)CNC(=O)c3cccc(C)c3)nc2s1 | 2% | 2% | .
37 | O=C(COC(=O)COc1ccc2ccccc2c1)NCC(F)(F)F | 0% | -5% | -3%
38 | O=C(NC(=S)Nc1ccccc1Cl)c1cncc(Br)c1 | -5% | 0% | -1%
39 | Cc1c(C#N)c2ccccc2n1CC(=O)NCC1CCCO1 (stereo unspecified) | -17% | -1% | 0%
40 | Cc1ccc2c(c1)N(C(=O)CSc1nncn1C)C(C)(C)c1ssc(=S)c1-2 | -8% | -3% | 9%
41 | COc1ccc(NC(NC(=O)c2cccnc2)C(Cl)(Cl)Cl)cc1 (stereo unspecified) | -1% | -6% | -6%
42 | Cc1nn(CCCC(=O)NCc2ccco2)c(=O)c2nn(-c3ccccc3)c(C)c12 | -2% | 4% | 0%
43 | COc1cnc(N(C)C)nc1Sc1ccc(Cl)cc1 | -8% | 1% | -7%
44 | Cc1nn(C)cc1C(C)NCc1c(C(=O)N2CCCCCCC2)nc2ccc(Cl)cn12 (stereo unspecified) | -6% | -3% | -6%
45 | COc1cc(-c2noc(-c3ccc(NCc4cccnc4)c([N+](=O)[O-])c3)n2)cc(OC)c1OC | 6% | -19% | .
46 | COc1ccccc1-c1nc(C#N)c(N2CCC(C(N)=O)CC2)o1 | -18% | 1% | 15%
47 | COc1ccccc1NC(=O)c1c(NC(=O)c2cccs2)sc2c1CCC(C(C)(C)C)C2 (stereo unspecified) | 16% | -2% | .
48 | Cc1c(NCc2cc(Cl)ccc2O)c(=O)n(-c2ccccc2)n1C | 7% | -7% | 0%
49 | O=C1C(=O)N(CCCN2CCOCC2)C(c2cccs2)/C1=C(/O)c1ccc2c(c1)OCO2 (stereo unspecified) | . | 2% | 1%
50 | COC(=O)c1ccccc1NC(=O)C1CC(=O)N(c2ccc(F)cc2)C1 (stereo unspecified) | -9% | -1% | -4%
51 | CCNc1nc(NC(C)C)nc(N(C)C#N)n1 | -11% | 0% | -5%
52 | Cc1ccc(C(=O)O)cc1S(=O)(=O)N1CCC(C(=O)O)CC1 | -2% | -13% | 2%
53 | O=C(NNC(=O)C(O)(c1ccccc1)c1ccccc1)C1CC1 | -1% | -2% | 2%
54 | CC1(C2CC2)NC(=O)N(CC(=O)Nc2ccc(SC(F)F)cc2)C1=O (stereo unspecified) | 6% | -1% | .
55 | COc1ccc(OC)c(CNC(=O)Cn2ncc3c([nH]c4ccc(C)cc43)c2=O)c1 | -3% | 24% | .
56 | O=C(O)c1nc2cc(Cl)c(Cl)cc2[nH]c1=O | . | -2% | 0%
57 | CCCCn1c(/N=C/c2ccc(N(C)C)cc2)nc2ccccc21 | 16% | -11% | -2%
58 | CN(C)C(=O)c1ccc(-c2nccc(NCc3cccs3)n2)cc1 | . | ? | -9%
59 | CC(=O)c1c(C)nn(CC(O)COc2ccc3ccccc3c2)c1C (stereo unspecified) | 7% | -1% | 13%
60 | COc1ccc(NC(=O)CC2CCCC2)cc1S(=O)(=O)N1CCCCC1 | -1% | -12% | 3%
61 | O=C(CSc1nnc(-c2cnccn2)n1Cc1ccco1)Nc1ccc(Br)cc1 | 0% | . | 8%
62 | COCCn1c(=O)[nH]c2cc(C(=O)Nc3cc(OC)c(OC)c(OC)c3)ccc2c1=O | -7% | -6% | 5%
63 | Cc1cccc(N2CCN(C(=O)C3CCN(S(=O)(=O)c4cccc5cccnc45)CC3)CC2C)c1 (stereo unspecified) | -17% | -11% | 1%
64 | Cc1ccc(/C=N/n2c(C)nnc2C)cc1 | 6% | -4% | 2%
65 | CCOC(=O)CC(/C(C)=N\O)c1ccccc1 (stereo unspecified) | 2% | -2% | -1%
66 | CN(C(=O)c1ccccc1Cl)c1ccccc1C(=O)NCc1ccccc1 | -1% | 0% | 2%
67 | Cc1ccccc1NCc1ccccc1O | -12% | -20% | ?
68 | Clc1nc(NCc2ccco2)nc(N2CCCCC2)n1 | 7% | -6% | 18%
69 | Cc1cc(O)c2c(C)c(CC(=O)N3CCCCC3)c(=O)oc2c1 | -6% | 0% | .
70 | Cc1[nH]n(-c2cccc(Cl)c2)c(=O)c1C=NCC(C)C | -8% | -3% | -7%
71 | COc1ccc(CN2CCNC(=O)C2CC(=O)N(C)Cc2nccs2)c(OC)c1 (stereo unspecified) | -10% | -2% | -4%
72 | C/C(=N\NC(=O)CSCc1ccc([N+](=O)[O-])cc1)c1ccccc1 | -11% | -3% | 6%
73 | CCC(C(=O)N1CCC(C(N)=O)CC1)n1nc(C)n2c(cc3occc32)c1=O (stereo unspecified) | 24% | -5% | -7%
74 | O=C1N[C@H](Cc2ccccc2)COC(=O)[C@H](Cc2ccc(F)cc2)C/C=C\C[C@@H]1CC(=O)N(CCO)Cc1ccccc1 | 2% | -2% | .
75 | COC(=O)c1ccc(OCC(=O)Nc2ccccc2C(=O)NC2CC2)cc1 | 24% | -2% | .
76 | Nc1ccccc1SCc1ccccc1Cl | -3% | -7% | -15%
77 | CC(=O)NCC1CCCN(Cc2cn(-c3ccccc3F)nc2-c2cc(C)sc2C)C1 (stereo unspecified) | -3% | 1% | -10%
78 | Cc1ccc(C)c(OCCCN2CCNCC2)c1 | -1% | -10% | -13%
79 | COc1ccc(CNC(=O)C(C)n2nc(C)n3c(cc4occc43)c2=O)cc1 (stereo unspecified) | -14% | 1% | 4%
80 | COc1ccc(Cl)cc1NC(=O)Nc1cnccn1 | -2% | -2% | 2%

Next section:
cpd | molecule | FEN1 inh | KAT2A inh | N370S GC mod
81 | Cc1cc(Nc2ccccc2F)n2nc(-c3ccccc3)nc2n1 | 1% | -5% | .
82 | CCCC(=O)Nc1ccc(-c2nc3cc(C)ccc3o2)cc1 | -3% | 3% | -3%
83 | C1=CCN(Cc2ccccc2)C1 | -6% | -1% | -2%
84 | CCO/C=C1/C(=O)N(c2ccccc2OC)C(=O)c2ccccc21 | 3% | -1% | 8%
85 | Cc1cc(C)nc(-n2nc(C)c(C3(O)C(=O)Nc4ccc(F)cc43)c2N)n1 (stereo unspecified) | -3% | 0% | 8%[2.35 µM]
86 | Cc1cccc(NS(=O)(=O)c2ccc(NC(=O)N3CCCCC3)cc2)c1 | -1% | -13% | -5%
87 | CC(NC(=O)C1CCN(c2nnc(-n3cccc3)s2)CC1)C12CC3CC(CC(C3)C1)C2 (stereo unspecified) | -11% | -8% | 2%
88 | Cc1nc(CC(=O)Nc2nc(C(C)(C)C)cs2)cs1 | -5% | 0% | 1%
89 | O=c1c2ccccc2[nH]c(=S)n1Cc1ccc2c(c1)OCO2 | 2% | -1% | 11%
90 | O=C(Nc1ccccc1Oc1ccccc1)C1CC1 | -15% | 0% | -12%
91 | CCOC(=O)C(C)/C(C)=N\Nc1ccc([N+](=O)[O-])cc1[N+](=O)[O-] (stereo unspecified) | 9% | -4% | -12%

Sorted by heavy-atom count (rising): five of the compounds above.
cpd | molecule | FEN1 inh | KAT2A inh | N370S GC mod
83 | C1=CCN(Cc2ccccc2)C1 | -6% | -1% | -2%
89 | O=c1c2ccccc2[nH]c(=S)n1Cc1ccc2c(c1)OCO2 | 2% | -1% | 11%
91 | CCOC(=O)C(C)/C(C)=N\Nc1ccc([N+](=O)[O-])cc1[N+](=O)[O-] (stereo unspecified) | 9% | -4% | -12%
84 | CCO/C=C1/C(=O)N(c2ccccc2OC)C(=O)c2ccccc21 | 3% | -1% | 8%
86 | Cc1cccc(NS(=O)(=O)c2ccc(NC(=O)N3CCCCC3)cc2)c1 | -1% | -13% | -5%
